TrxR1 inh: rat TrxR1 inhibition; Potency, µM (titrated, usually from 114 µM), for the others: at the highest dose activity change, negative = inhibition, usual class: inhibitors; AID 588453; recombinant rTrxR1, NADPH fluorescence consumption, selenite substrate; 390,000 compounds, 1% hits; further: potency means the concentration at half of the fitted maximal effect; on the % scale 0 is the no-effect control and ±100 the full control effect; nearly all actives have a fitted effect of over 65% in size
Target sequence (O89049 whole entry, looked up): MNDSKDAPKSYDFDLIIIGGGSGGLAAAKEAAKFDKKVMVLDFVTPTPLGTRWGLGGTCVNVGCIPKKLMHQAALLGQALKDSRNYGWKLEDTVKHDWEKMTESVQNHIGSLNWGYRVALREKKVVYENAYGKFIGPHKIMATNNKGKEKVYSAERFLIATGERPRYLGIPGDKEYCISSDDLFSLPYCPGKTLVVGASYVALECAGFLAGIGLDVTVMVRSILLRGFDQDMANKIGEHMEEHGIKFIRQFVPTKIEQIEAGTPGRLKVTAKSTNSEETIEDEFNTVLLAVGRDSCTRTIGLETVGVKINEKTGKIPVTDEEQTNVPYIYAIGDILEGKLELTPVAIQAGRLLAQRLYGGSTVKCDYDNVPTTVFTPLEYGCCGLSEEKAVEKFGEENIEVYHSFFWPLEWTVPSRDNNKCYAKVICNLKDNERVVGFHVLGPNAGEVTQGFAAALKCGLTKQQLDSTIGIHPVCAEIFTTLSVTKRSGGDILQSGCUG
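Rat TrxR1 (90 nM in the dispensed reagent) was pre-reduced with 400 uM NADPH for 5 min at room temperature, then incubated with compound for 15 min. After 400 uM selenite was added, NADPH fluorescence (Ex 340/Em 450 nm) was followed for 8 min.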
mIDH1 inhibitor: inhibitors of human mutant IDH1 R132H; O75874; Potency, µM (top dose mostly 76.6 µM), inactives show top-dose activity change, negative = inhibition, usual class: inhibitors; 390,000 compounds, 0.093% hits; IDH1-R132H enzyme, NADPH consumption, diaphorase/resazurin fluorescence; AID 602179; further: potency means the concentration at half of the fitted maximal effect; on the % scale 0 is the no-effect control and ±100 the full control effect; nearly all actives have a fitted effect of over 65% in size
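IDH1-R132H (0.5 ug/mL dispensed) in pH 7.5 Tris buffer was preincubated 30 min with compound, then given a substrate mix of 0.016 mM NADPH and 2 mM alpha-KG for 80 min at room temperature; remaining NADPH was read by diaphorase/resazurin fluorescence.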
USP1-UAF1 inh: inhibitors of human USP1/UAF1 deubiquitinase | recombinant USP1/UAF1, Ub-Rhodamine cleavage fluorescence | Potency, µM (top dose mostly 57.1 µM), inactives show at the highest dose activity change, negative = inhibition, most hits filed as inhibitors | 390,000 compounds, 0.23% hits | AID 743255; further: potency means the concentration at half of the fitted maximal effect; on the % scale 0 is the no-effect control and ±100 the full control effect; nearly all actives have a fitted effect of over 60% in size; inactives centre near -12
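Step one: compound is pinned into 1nM USP1/UAF1 in HEPES pH 7.8 buffer with TCEP. Step two: 15 min room-temperature incubation. Step three: Ub-Rho (150nM final) starts cleavage, tracked by fluorescence over six one-minute reads.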
GLS inh: inhibitors of human glutaminase (GLS). GLS enzymatic activity, qHTS titration. Potency, µM (doses to about 45.5 µM), for inactives: top-dose activity change, negative = inhibition, most hits filed as inhibitors. 410,000 compounds, 0.21% hits. AID 624170; further: potency means the concentration at half of the fitted maximal effect; on the % scale 0 is the no-effect control and ±100 the full control effect
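Enzyme dispensed in phosphate buffer (45 mM, pH 8.2, 0.02% Tween-20), compounds pinned in, then 1 mM L-glutamine solution and the glutamate oxidase–HRP–Amplex Red mix added; fluorescence read immediately and again after 30 min at room temperature.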
Tb PGK inh: inhibitors of T. brucei phosphoglycerate kinase; AID 602233; Potency, µM (series often up to 57.5 µM), without a hit: top-dose activity change, negative = inhibition, actives largely listed as inhibitors; 380,000 compounds, 0.043% hits; P07378; PGK/GAPDH coupled, Kinase-Glo luminescence, 60 min; further: potency means the concentration at half of the fitted maximal effect; on the % scale 0 is the no-effect control and ±100 the full control effect; nearly all actives have a fitted effect of over 60% in size
Target sequence (P07378 whole entry, looked up): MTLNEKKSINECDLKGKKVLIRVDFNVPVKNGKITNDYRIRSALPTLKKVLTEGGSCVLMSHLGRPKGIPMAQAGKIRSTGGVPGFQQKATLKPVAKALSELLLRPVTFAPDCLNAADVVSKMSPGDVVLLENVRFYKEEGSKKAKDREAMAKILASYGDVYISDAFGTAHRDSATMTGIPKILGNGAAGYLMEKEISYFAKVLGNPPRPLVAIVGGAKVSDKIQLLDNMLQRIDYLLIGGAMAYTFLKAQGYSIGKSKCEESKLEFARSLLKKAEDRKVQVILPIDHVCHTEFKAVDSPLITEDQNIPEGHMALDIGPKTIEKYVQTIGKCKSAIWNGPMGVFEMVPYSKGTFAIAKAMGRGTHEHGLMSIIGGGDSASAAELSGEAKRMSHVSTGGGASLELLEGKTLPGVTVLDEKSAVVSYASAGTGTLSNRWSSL
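Luminescent ATP detection (Kinase-Glo Plus) follows a 60-minute room-temperature incubation, with wells lacking PGK as controls. Buffer: 100 mM TEA (pH 7.6), 5 mM MgCl2, 0.01% Tween-20. Coupling enzyme GAPDH (100 nM final) supplies unstable 1,3-BPG in-well.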
Pin1 inh: blocks the human prolyl isomerase Pin1 | AID 504891 | 390,000 compounds, 0.009% hits | Potency, µM (doses to about 115 µM), inactives show at the highest dose activity, negative = inhibition, hits mostly inhibitors | Q13526 | Pin1 FP peptide displacement, HiFluor488, 10 min; active means well fitted inhibition curve with a large enough effect in the polarisation, with a control signal flat, not every such curve was filed as active; inconclusive means small, poorly fitted or top-dose-only effect, or effect the other way, or a change in a side signal; inactive means no such curve, though single readings can be large or run the other way; the % refers to the polarisation; further: potency means the concentration at half of the fitted maximal effect; on the % scale 0 is the no-effect control and ±100 the full control effect
Target sequence (Q13526 whole entry, looked up): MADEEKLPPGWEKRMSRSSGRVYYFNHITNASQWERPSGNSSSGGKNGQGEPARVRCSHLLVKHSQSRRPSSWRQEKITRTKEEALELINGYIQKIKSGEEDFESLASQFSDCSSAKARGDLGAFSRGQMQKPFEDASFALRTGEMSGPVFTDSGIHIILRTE
TrxR1 substrate: rat thioredoxin reductase 1 substrate activity; O89049; purified TrxR1 substrate turnover, NADPH consumption readout; Potency, µM (series often up to 114 µM), without a hit: at the highest dose activity change, negative = substrate turnover; 390,000 compounds, 0.01% hits; further: potency means the concentration at half of the fitted maximal effect; on the % scale 0 is the no-effect control and ±100 the full control effect; nearly all actives have a fitted effect of over 50% in size
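Rat TrxR1, dispensed at 90 nM, was prereduced with 400 uM NADPH (final) for 5 min at ~22 deg C, then incubated with compound 15 min before 400 uM selenite. A first-read NADPH fluorescence drop versus no-compound background flagged substrates.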
PI4K2A block: inhibitors of human PI4K2A; Q9BTU6; purified PI4K2A, ADP-Glo luminescence, 1 h; stronger effect = lower value; activity change, negative = inhibition, % at 76.9 µM; 420,000 compounds, 0.13% hits; AID 1346378; in the data active means activity change below about -50%; inconclusive means mostly about -30% to -49%;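 further: -100% = wells without enzyme as full effect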
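PI4K2A activity was measured by ADP-Glo luminescence: enzyme (4 ug/mL stock) and phosphatidylinositol (1.2 mM stock) in Tris pH 7.5/MgCl2/EGTA/Triton X-100 buffer were reacted with ATP (300 microM stock) for one hour at ambient temperature.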
HP1b binding inh: inhibitors of HP1-beta chromodomain binding to methylated histone tails; AlphaScreen HP1-beta / biotin-H3K9me3 peptide binding; P83916; AID 540317; 390,000 compounds, 0.56% hits; Potency, µM (highest dose often 114 µM), inactives show at the highest dose activity change, negative = inhibition, actives largely listed as inhibitors; further: potency means the concentration at half of the fitted maximal effect; nearly all actives have a fitted effect of over 70% in size; inactives centre near 23
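AlphaScreen: HP1-beta (50 nM) preformed 30 min with biotin-H3(1-18)K9me3 peptide (50 nM) in PBS pH 7.4, 0.01% Tween-20. Compound added for 30 min at RT, then streptavidin donor/nickel chelate acceptor beads (10 ug/mL) for 30 min.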
* marks the source's active call; other numbers are inactive results; i = inactive; ? = inconclusive; · = not tested or not shown; [ ] = another dose, or the depositor's remark. Unless noted, the call rests on the fitted dose curve; in most records, active means well fitted curve in the direction sought with a large enough effect; inconclusive means small, poorly fitted or top-dose-only effect, or another doubt; inactive means no such curve, though single readings can be large; an effect the other way counts as inactive or inconclusive. The list is partial (hit frequency here may not be typical).

[1] CCc1cc(-c2n[nH]c(=S)n2Cc2ccccc2)cs1
[2] CCCCC(=O)Nc1cc2nn(-c3ccc(OC)cc3)nc2cc1C
[3] Cc1ccc(C)c(CN2C(=O)c3ccccc3S(=O)(=O)c3ccc(C(=O)N4CCOCC4)cc32)c1
[4] CCN1CCN(C(=O)c2ccc3c(=O)n(Cc4ccccc4OC)c(=S)[nH]c3c2)CC1
[5] CCC(C)NC(=O)c1cc(-c2ccc(OC)cc2)on1 (centres undefined)
[6] COC(=O)c1ccc(OC(=O)CN2C(=O)c3ccccc3C2=O)cc1
[7] CCN(CC)S(=O)(=O)c1ccc(Cl)c(C(=O)NC2CCCC2)c1
[8] Cc1cccc(CCNC(=O)c2cc(S(=O)(=O)N3CCOCC3)cn2C)c1
assay / compound	1	2	3	4	5	6	7	8
TrxR1 inh	-24%	72%[activator][57.1 µM]	3%	6%	23%	-1%	12%[57.1 µM]	10%[57.1 µM]
mIDH1 inhibitor	0%	1%	·	1%	2%	-6%	11%	-1%
USP1-UAF1 inh	-22%	-4%	-20%	2%	-5%	-23%	-8%	-15%
GLS inh	?	8%	-1%	11µM*	-4%	-1%	7%	1%
Tb PGK inh	i	-9%	·	i	-3%	7%	-3%	-3%
Pin1 inh	0%	1%	-4%	-3%	0%	-4%	1%	2%
TrxR1 substrate	-6%	53%[activator][57.1 µM]	-6%	1%	19%	0%	17%[57.1 µM]	8%[57.1 µM]
PI4K2A block	-1	-3	-7	-5	-8	3	-4	-3
HP1b binding inh	-5%	7%	16%	13%	32%	69%[activator]	30%	21%

[9] Cc1cccc(OCC(=O)Nc2ccc3c(c2)nc(CCNC(=O)c2ccco2)n3C)c1
[10] O=C(NNC(=S)NC(=O)c1cccnc1)c1ccccc1
[11] CCOc1ccc(CNc2ccc(N3CCN(Cc4ccccc4)CC3)cc2)cc1
[12] COC(=O)[C@H](Cc1ccccc1)NC(=O)NCc1ccc(C)cc1
[13] CC1CC1c1ccc(/C=C(\C#N)C(=O)Nc2ccccc2Cl)o1 (centres undefined)
[14] CCC(=O)N1c2ccccc2C(N(C(C)=O)c2ccccc2)CC1C (centres undefined)
[15] CC1(C)Cc2noc(N)c2C(C)(C)N1OC(=O)c1ccccc1
[16] COc1ccc(C)cc1S(=O)(=O)N1c2ccccc2CC1C (centres undefined)
assay / compound	9	10	11	12	13	14	15	16
TrxR1 inh	-23%	-15%	7%	9%[57.1 µM]	12%	4%	-15%	-8%
mIDH1 inhibitor	-20%	-3%	3%	4%	0%	-2%	4%	3%
USP1-UAF1 inh	-13%	-21%	-21%	-3%	?	1%	-19%	-11%
GLS inh	0%	29%	-4%	5%	4%	6%	4%	5%
Tb PGK inh	-2%	-1%	i	13%	-4%	-4%	-1%	-10%
Pin1 inh	8%	4%	-15%	0%	?	-6%	-9%	?
TrxR1 substrate	1%	4%	4%	7%[57.1 µM]	3%	-5%	-9%	-13%
PI4K2A block	-1	-7	-1	2	0	-14	8	2
HP1b binding inh	54%[activator]	1%	?	10%	10%	25%	54%[activator]	24%

Part of the list above in a different format:
10: O=C(NNC(=S)NC(=O)c1cccnc1)c1ccccc1
  TrxR1 inh: -15% | mIDH1 inhibitor: -3% | USP1-UAF1 inh: -21% | GLS inh: 29% | Tb PGK inh: -1% | Pin1 inh: 4% | TrxR1 substrate: 4% | PI4K2A block: -7 | HP1b binding inh: 1%

12: COC(=O)[C@H](Cc1ccccc1)NC(=O)NCc1ccc(C)cc1
  TrxR1 inh: 9%[57.1 µM] | mIDH1 inhibitor: 4% | USP1-UAF1 inh: -3% | GLS inh: 5% | Tb PGK inh: 13% | Pin1 inh: 0% | TrxR1 substrate: 7%[57.1 µM] | PI4K2A block: 2 | HP1b binding inh: 10%

Remaining list, next part.
[17] CC1CCN(Cc2nnnn2-c2cccc([N+](=O)[O-])c2)CC1
[18] Cc1ccc(S(=O)(=O)N2CCN(c3nc(C(C)C)c4c(c3C#N)CC(C)(C)OC4)CC2)cc1
[19] COc1cc(NC(=O)C2CCCCC2)c(OC)cc1NC(=O)c1ccco1
[20] O=C(Cn1cc(C(F)(F)F)cc(Cl)c1=O)NCCc1ccc(Cl)cc1Cl
[21] Cc1[nH]c2ccccc2c1/C=N/NC(=O)CCC(=O)NCc1ccccc1
[22] Cc1cccc(C)c1NC(=O)C1(N2CCN(C(=O)c3ccco3)CC2)CCCCC1
[23] Cc1cccc(Nc2nnc(-c3ccc(C)c(S(=O)(=O)N4CCOCC4)c3)c3ccccc23)c1
[24] CC(=O)Nc1ccccc1OCC(=O)NCCc1ccc(Cl)cc1Cl
assay / compound	17	18	19	20	21	22	23	24
TrxR1 inh	12%	18%	15%[57.1 µM]	38%[activator]	12%[11.4 µM]	4%[57.1 µM]	30%	-8%
mIDH1 inhibitor	2%	6%	8%	2%	19%	-4%	26%	7%
USP1-UAF1 inh	-3%	-10%	3%	-13%	-17%	-7%	-24%	-3%
GLS inh	4%	-3%	4%	-5%	?	-1%	9%	2%
Tb PGK inh	4%	-3%	-6%	i	-10%	-9%	0%	-3%
Pin1 inh	-1%	?	-8%	5%	12%	-8%	17%	2%
TrxR1 substrate	9%	21%	11%[57.1 µM]	7%	3%[11.4 µM]	8%[57.1 µM]	11%	-9%
PI4K2A block	-1	3	1	-2	4	-4	1	8
HP1b binding inh	17%	-8%	33%	19%	-24%	10%	20%	6%

[25] COCCCN1C(=O)C(=O)/C(=C(/O)c2ccc(OC(C)C)c(C)c2)C1c1ccncc1 (centres undefined)
[26] COC(=O)C1=C(N)Oc2cc(C)n(CC3CCCO3)c(=O)c2C1c1ccc(Cl)cc1 (centres undefined)
[27] Cc1ccc(S(=O)(=O)N2CCOCC2)cc1NC(=O)COc1ccc2c(C)cc(=O)oc2c1
[28] Fc1cccc(F)c1[B-](F)(F)F
[29] CSCC[C@H](N)C(=O)NCC1CCC(C(=O)Nc2ccc3c(c2)OCO3)CC1 (some centres undefined)
[30] CCN(C(=O)COC(=O)CSc1ccc(C)cc1C)c1c(N)n(Cc2ccccc2)c(=O)[nH]c1=O
[31] Cc1nn(CC(=O)Nc2cccc(O)c2)c(=O)c2ccccc12
[32] CCn1c(=NC(=O)c2ccc(S(=O)(=O)N3CCCCC3)cc2)sc2cccc(OC)c21
assay / compound	25	26	27	28	29	30	31	32
TrxR1 inh	-21%[57.1 µM]	-8%	-11%	32%	0%	26%	·	33%
mIDH1 inhibitor	-7%	-3%	1%	2%[38.3 µM]	-12%	-9%	0%	8%
USP1-UAF1 inh	-9%	-25%	2%	-24%	7%	-14%	-3%	-7%
GLS inh	6%	5%	7%	0%	2%	3%	18%	3%
Tb PGK inh	-5%	-4%	0%	i	5%	-2%	-5%	-3%
Pin1 inh	9%	6%	2%	-8%	0%	6%	·	?
TrxR1 substrate	5%[57.1 µM]	-8%	50%[activator]	10%	-3%	-4%	·	17%
PI4K2A block	5	0	3	-3	-1	0	-1	2
HP1b binding inh	22%	-12%	7%	62%[activator]	20%	32%	·	132%[activator]

[33] CN1C(=O)Cc2cc(S(=O)(=O)NCc3ccccc3Cl)ccc21
[34] CCc1cc(-c2n[nH]c(C)c2-c2nc3ccccc3n2C)c(O)c(CN2CCN(C)CC2)c1O
[35] COc1ccc(/C=C(/NC(=O)c2ccccc2Cl)C(=O)NCCCC(=O)O)cc1
[36] CCCCn1c(N)c(N(CCC(C)C)C(=O)C(C)N2C(=O)c3ccccc3C2=O)c(=O)[nH]c1=O (centres undefined)
[37] O=C(/C=C/c1cccc(F)c1)OCC(=O)N1CCc2ccccc21
[38] O=C(NCCc1ccccc1)c1ccco1
[39] OCCCNc1ncnc2[nH]ncc12
[40] O=C(Cc1ccc(NC(=O)N2CCCCc3ccccc32)cc1)NCc1ccccc1
[41] COc1ccc(CCNC(=O)C2CC2)cc1
[42] c1ccc2oc(-c3csc(NCC4CCCO4)n3)cc2c1 (centres undefined)
[43] O=C(Nc1c2c(nn1-c1ccc([N+](=O)[O-])cc1)CS(=O)(=O)C2)c1cccs1
assay / compound	33	34	35	36	37	38	39	40	41	42	43
TrxR1 inh	27%	1%	-7%[57.1 µM]	12%	13%	-8%	-9%[57.1 µM]	12%[57.1 µM]	14%[11.4 µM]	12%[57.1 µM]	-17%
mIDH1 inhibitor	-13%	3%	-1%	0%	-2%	1%	5%	-3%	7%	11%	-1%
USP1-UAF1 inh	-6%	-4%	-5%	0%	-12%	-22%	-7%	-16%	-21%	-2%	-22%
GLS inh	-1%	14%	-2%	5%	3%	-5%	-5%	2%	0%	-13%	0%
Tb PGK inh	i	·	14%	-3%	-6%	-4%	0%	10%	-4%	i	-7%
Pin1 inh	6%	-4%	-4%	-4%	7%	-9%	-18%	0%	-1%	0%	-3%
TrxR1 substrate	3%	5%	-2%[57.1 µM]	2%	4%	-2%	6%[57.1 µM]	1%[57.1 µM]	8%[57.1 µM]	-7%	-9%
PI4K2A block	3	8	1	1	-4	0	-3	0	2	-1	-3
HP1b binding inh	15%	-22%	47%[activator]	14%	30%	15%	6%[57 µM]	38%	-3%	?	13%

Screening results: PubChem, National Center for Advancing Translational Sciences (NCATS)
